# SR-BI uptake up: activators of SR-BI mediated DiI-HDL uptake, primary screen, ldlA[mSR-BI] CHO cells, DiI fluorescence | 3 h; 100 = double the neutral-control signal | activation, % at 12.5 µM | 320,000 tested, 0.096% active | AID 504775, 2011;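 active = mean replicate activation of at least 60% and every replicate at or above 60%; inconclusive = mean or all-replicate condition met, but not both; inactive = mean below 60% and not all replicates reaching 60%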;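 also: 0% = median plate neutral-control signal and 100% = twice that signal; values of inactives mirror those of a sister screen read the other way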
#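 system = CHO ldlA[mSR-BI] cells, LDL receptor-null, SR-BI overexpressing | medium = Ham's F12 with 0.5% BSA, HEPES 25 mM, pH 7.4 | probe or stimulus = DiI-HDL 10 µg/mL | compound dosing = single-point compound dose | incubation = compound exposure 3 h, 37 °C | technique = DiI fluorescence, bottom read | read-out = cell-associated DiI fluorescence as measure of HDL uptake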
# Rtt109 HAT inh: inhibitors of C. albicans Rtt109/Vps75 HAT, primary screen, biochemical, ThioGlo CoA-SH fluorescence, plate reader. Histone acetyltransferase RTT109 (Candida albicans (strain SC5314 / ATCC MYA-2876)), …. purified Rtt109/Vps75, 4 h. inhibition, % at 34.9 µM. 330,000 tested, 0.16% active. AID 540336, 2011;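 active = inhibition of at least 50% in every replicate; inconclusive = best replicate reaches 50% inhibition but some replicates fall short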
# PKA-R2B act: activators of PKA-R2B holoenzyme, primary screen, biochemical, fluorescence polarization, Cy5-IP20, human. PKA-R2B holoenzyme dissociation; R2B truncated from residue 108, S112A mutant; 0% DMSO only, 100% 113 µM cGMP. cAMP-dependent protein kinase catalytic subunit beta (Homo sapiens) + cAMP-dependent …. activation, % at 11.4 µM. AID 504700, 2011. 340,000 tested, 0.079% active;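 active = activation above a cutoff set at the mean over all compounds plus 3 SD, cut at about 18% in these data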;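 also: higher means more holoenzyme dissociation and a rise in polarization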
# Target sequence (P31323 whole entry, looked up, other chains not shown, the tested form may be a part): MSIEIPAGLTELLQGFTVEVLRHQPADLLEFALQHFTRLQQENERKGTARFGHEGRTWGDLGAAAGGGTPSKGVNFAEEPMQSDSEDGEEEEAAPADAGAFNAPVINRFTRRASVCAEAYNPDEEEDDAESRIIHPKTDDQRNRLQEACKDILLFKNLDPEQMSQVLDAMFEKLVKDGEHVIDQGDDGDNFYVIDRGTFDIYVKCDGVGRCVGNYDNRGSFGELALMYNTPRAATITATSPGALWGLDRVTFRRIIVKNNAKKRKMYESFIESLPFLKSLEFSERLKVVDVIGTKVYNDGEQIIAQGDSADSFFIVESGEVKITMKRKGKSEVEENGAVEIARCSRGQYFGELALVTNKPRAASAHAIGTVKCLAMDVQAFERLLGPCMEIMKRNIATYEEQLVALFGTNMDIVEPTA
# CAL PDZ FP-1: untagged CAL PDZ binding inhibitors, primary screen, biochemical, fluorescence polarization, HTS | Golgi-associated PDZ and coiled-coil motif-containing protein (Homo sapiens), Q9HD26 | purified CAL PDZ, TMR-peptide fluorescence polarization, 1 h | inhibition, % at 24.9 µM | 300,000 tested, 0.92% active | AID 602252, 2012;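 active = mean inhibition of at least 30% with at least half of replicates also reaching 30%; inconclusive = no clear call, values can overlap the other calls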;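 also: 0% = DMSO neutral control and 100% = excess unlabeled competitor peptide PRC23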
# DAGLB inhibitor: DAGLB lipase inhibitors, primary screen, biochemical, fluorescence, HTS | Diacylglycerol lipase-beta (Homo sapiens), Q8NCG7 | HEK293T DAGLB membrane lysate, EnzChek fluorogenic substrate | inhibition, % at 5.17 µM | 340,000 tested, 0.059% active | AID 504411, 2011; in the data active = inhibition above about 34%;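 also: 0% = enzyme with vehicle and 100% = wells lacking enzyme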
# RTF Ca sens inh: cardiac RTF calcium sensitivity inhibitors, primary screen, biochemical, IANBD-TnC fluorescence, EC70 calcium; IANBD-labeled cardiac RTF, Ca2+ fluorescence; 340,000 tested, 0.12% active; inhibition, % at 7.15 µM; Troponin I, cardiac muscle (Homo sapiens) + Troponin T, cardiac muscle (Homo sapiens) + …;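 active = inhibition above the mean inhibition of all tested compounds plus 3 SD, cut at about 17% in these data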;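 also: assay run at fixed EC70 calcium of 1.6 mM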
# Keap1-Nrf2 PPI: Keap1-Nrf2 protein-protein interaction inhibitors, primary screen, biochemical, fluorescence polarization, single point. Kelch-like ECH-associated protein 1 (Homo sapiens), Q14145. Keap1 Kelch-Nrf2 peptide fluorescence polarization, 1536-well. inhibition, % at 9.4 µM. 340,000 tested, 0.15% active. AID 504523, 2011; in the data active = inhibition above about 12%; inconclusive = no clear call, values can overlap the other calls; inactive = below about 7.3%;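 also: human Keap1 Kelch domain with fluorescein labeled Nrf2 9mer peptide probe; 0% = neutral control wells and 100% = peptide positive control; higher means more block of Keap1 binding to Nrf2 peptide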
# Target sequence (Q14145 whole entry, looked up, the tested form may be a part): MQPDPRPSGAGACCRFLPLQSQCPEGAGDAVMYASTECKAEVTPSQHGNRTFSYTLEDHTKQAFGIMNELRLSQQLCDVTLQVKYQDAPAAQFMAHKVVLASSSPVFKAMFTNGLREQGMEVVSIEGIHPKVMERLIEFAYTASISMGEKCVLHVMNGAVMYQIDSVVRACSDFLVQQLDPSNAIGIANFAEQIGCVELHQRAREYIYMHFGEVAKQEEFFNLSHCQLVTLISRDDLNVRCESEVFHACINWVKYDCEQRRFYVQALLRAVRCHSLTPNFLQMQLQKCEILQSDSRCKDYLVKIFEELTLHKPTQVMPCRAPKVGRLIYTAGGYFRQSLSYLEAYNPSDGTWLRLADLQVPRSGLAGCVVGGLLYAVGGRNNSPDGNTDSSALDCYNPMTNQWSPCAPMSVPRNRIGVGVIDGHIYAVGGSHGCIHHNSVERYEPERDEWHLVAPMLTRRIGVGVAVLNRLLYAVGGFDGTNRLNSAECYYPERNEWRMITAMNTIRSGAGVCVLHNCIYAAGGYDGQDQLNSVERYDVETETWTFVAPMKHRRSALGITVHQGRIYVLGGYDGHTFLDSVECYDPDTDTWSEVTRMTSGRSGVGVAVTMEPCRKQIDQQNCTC
# CAL PDZ FP-2: CAL PDZ peptide-binding inhibitors, primary screen, biochemical, fluorescence polarization, Cer-tagged CAL PDZ, HTS | Golgi-associated PDZ and coiled-coil motif-containing protein (Homo sapiens), Q9HD26 | inhibition, % at 20 µM | purified CAL PDZ, TMR-peptide fluorescence polarization, 1 h | 330,000 tested, 0.02% active | AID 504414, 2011;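 active = highest replicate inhibition of at least 40%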;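 also: plate controls were DMSO neutral control wells for no effect and unlabeled competitor peptide control wells for full effect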
#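 System: tagged CAL PDZ domain. Schedule: 1 h room-temperature incubation prior to read. Signal: fluorescence polarization (mP). Measure: percent inhibition from loss of millipolarization.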
# RTF Ca sens act: cardiac RTF calcium sensitivity activators, primary screen, biochemical, IANBD-TnC fluorescence, EC20 calcium; Troponin I, cardiac muscle (Homo sapiens) + Troponin T, cardiac muscle (Homo sapiens) + …; IANBD-labeled TnC RTF fluorescence at EC20 calcium; 0% EC20 calcium, 100% full calcium; activation, % at 7.2 µM; 340,000 tested, 0.24% active; AID 493008, 2010;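 active = activation above the mean over all tested compounds plus 3 SD, cut at about 30% in these data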;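 also: rise in fluorescence read as greater calcium sensitivity of cardiac thin filaments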
# C-LANA FP: inhibitors of KSHV C-LANA binding to DNA, primary screen, biochemical, fluorescence polarization, FAM-LBS DNA, MBP-C-LANA, single point; 340,000 tested, 0.078% active; inhibition, % at 9 µM; Kaposi's sarcoma herpesvirus LANA C-terminal domain (residues 932-1162) DNA binding;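 active = highest replicate inhibition at or above 60% at 9 µM, even if other replicates fall short; inactive = all replicates below 60% inhibition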;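 also: 0% = neutral control wells and 100% = 4 µM acridine orange control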
# Active calls of the source: *; u = inconclusive; x = not tested or not shown.
SMILES,SR-BI uptake up,Rtt109 HAT inh,PKA-R2B act,CAL PDZ FP-1,DAGLB inhibitor,RTF Ca sens inh,Keap1-Nrf2 PPI,CAL PDZ FP-2,RTF Ca sens act,C-LANA FP
CCOC(=O)c1c(NC(=O)C2C3C=CC(CC3)C2C(=O)O)sc(C)c1C (centres undefined),9,11,-17,-3,3,-13,0,-4.4,-5,4.2
Cn1c(NC(=O)c2cccc(C(F)(F)F)c2)cc(=O)n(C)c1=O,-8,-3,-6,x,-1,-10,-1,-0.4,1,0.4
Cc1ccccc1-n1c(=O)c2ccccc2n(CC(=O)NCc2ccco2)c1=O,x,-1,-3,-4,-1,-3,-6,-1.4,-3,1.0
NC(=O)c1cc([N+](=O)[O-])ccc1NCc1ccccn1,7,-15,-11,-2,-1,3,4,-0.3,-1,0.9
COc1ccccc1C(=O)NCCC(=O)Nc1ccc(S(=O)(=O)N2CCC(C)CC2)cc1,-30,1,-7,12,-3,5,-1,-0.9,-2,-0.3
CCOc1ccc(S(=O)(=O)N2CCOCC2)cc1NC(=O)CN1C(=O)NC2(CCCCC2)C1=O,7,1,3,x,3,-5,2,1.1,0,-0.5
O=C(CSCc1ccc(F)cc1)Nc1ccccc1C(=O)N1CCOCC1,32,-3,-5,-3,1,-4,1,0.0,-2,0.9
CCCCN(CC(=O)NCCOC)C(=O)Cn1nnc2ccccc21,44,x,-8,-3,-5,10,0,-1.8,-9,-0.5
C=CCn1c(C)c(C(C)=O)c(N2CCN(c3ccccc3)CC2)nc1=S,6,u,-4,-1,-6,-31,-37,-0.7,27,11
CCOC(=O)C1CN(S(=O)(=O)c2cccc(C(F)(F)F)c2)c2cc(CC(=O)OC)ccc2O1 (centres undefined),5,-6,5,-2,-2,-13,-2,-1.6,12,0.5
CC(=O)Nc1sc2c(c1CN1CCN(c3ccccn3)CC1)CCCC2,22,4,-1,-6,0,0,-2,-1.0,7,0.1
COc1cccc(/C=C2\SC(=S)N(CCC(=O)NNC(=O)c3ccccc3OC)C2=O)c1,x,-14,1,x,2,-2,-4,0.9,-4,-2.2
O=C(/C=C/c1ccco1)N1CCN(C/C=C/c2ccccc2)CC1,5,-1,-4,-3,1,5,-6,-0.7,-3,3.4
Cc1cc([N+](=O)[O-])nn1CC(=O)N(C)C1CCCCC1,11,-1,-6,54*,0,-2,0,-1.1,-8,-1.0
COc1ccc(NC(=O)C2CCCN2S(=O)(=O)c2cccc3nsnc23)c(OC)c1 (centres undefined),-10,-5,5,6,2,-8,0,-2.8,5,-1.0
CCOC(=O)C1=C(N)OC2=C(C(=O)CC(C)(C)C2)C1c1cccs1 (centres undefined),10,-5,-16,1,2,-8,-10,0.4,-2,0.9
Nc1cc(=O)[nH]c(SCC(=O)Nc2nnc(-c3ccccc3)s2)n1,10,7,-6,-5,0,-11,0,-1.2,-8,1.1
CCOc1ccc(CCNC(=O)COC(=O)c2ccc(F)c(S(=O)(=O)N3CCOCC3)c2)cc1OCC,2,-6,-3,1,0,-7,-3,-0.4,-5,1.6
COc1ccc(-n2nnnc2SCC(=O)Nc2ccccc2)cc1,-9,1,10,7,-4,12,0,0.0,-10,-1.4
Cc1cc(OC(F)F)ccc1NC(=O)Nc1ccc2c(c1)OCO2,-8,-3,4,x,1,-3,-2,-0.5,0,-1.1
CCN(CC)CCN1C(=O)C(O)=C(C(=O)c2cccs2)C1c1ccc(C)o1 (centres undefined),9,2,-7,-3,0,-9,-4,-0.5,13,1.1
CCN(CC)CCSc1nc(O)c(-c2ccccc2)c(=O)[nH]1,9,-1,-5,x,0,-9,-3,-0.1,-2,-0.1
COc1ccc2c(C(=O)CN3CCN(c4ccccc4)CC3)c[nH]c2c1,-18,8,-2,-2,0,-12,0,0.9,0,3.4
O=C1C2CCCN2C(c2ccccc2)N1c1ccc(Cl)cc1 (centres undefined),0,-6,-7,-5,-1,3,1,-0.8,-3,-0.1
CC(CCN1CCC(CN2C(=O)C(=O)NC[C@@H]2Cc2ccccc2)CC1)c1ccccc1 (some centres undefined),-25,-3,-8,-3,-1,-12,2,-0.1,-5,3.5
O=[N+]([O-])c1cccc(CSc2nnc(Cc3ccccc3)n2-c2ccc(F)cc2)c1,-29,0,-15,-3,1,-9,0,-0.9,2,2.0
Cn1cnnc1SCC(=O)NC1CCCN(Cc2ccccc2F)C1 (centres undefined),26,1,-1,2,-1,-2,-3,-1.5,1,1.2
COc1ccc(OC)c(/C=C/C(=O)Nc2cccc(S(=O)(=O)N3CCCC3)c2)c1,-87,-29,-8,6,0,-11,0,-2.3,0,1.0
Cc1nc2ccccc2c(=O)n1NCc1cccs1,-1,-5,1,7,0,-3,0,-1.2,-1,-0.9
Cc1c(NC(=O)CN2C(=O)NC3(CCC(C)CC3)C2=O)c(=O)n(-c2ccccc2)n1C (centres undefined),8,-10,-5,-4,1,-4,-1,-2.3,0,1.3
CC(=Nc1ccc(C)cc1)c1sc2ccccc2c1O,9,-9,-3,x,-22,-18,-2,-0.3,-12,0.8
CN1CCN(NC(=O)c2cccc(C(F)(F)F)c2)CC1,x,6,-2,-3,-1,-1,-4,-3.3,-1,-1.4
O=C1CC(c2ccccc2)CN1S(=O)(=O)c1ccccc1 (centres undefined),-4,-5,5,-1,1,-16,1,-0.2,-3,0.6
CCOc1ccc(NS(=O)(=O)c2cc(NC(=O)CCNC(=O)c3ccco3)ccc2OC)cc1,14,4,-12,-8,-1,-4,-1,-0.8,-6,-0.6
NC(=O)c1cc(S(=O)(=O)NCCc2ccc(Cl)cc2)cs1,x,-3,-2,-3,2,-4,-4,-1.9,1,0.2
Cn1c(=O)oc2cc(S(=O)(=O)Nc3ccccc3O)ccc21,-9,10,3,x,-5,-13,3,0.0,5,0.1
CCOC(=O)c1cc(C)n(Cc2cccc(OC)c2OC)c1C,-26,-2,-10,-1,-2,-3,6,0.9,-3,-0.7
Cc1ccc(CN2CCN(/N=C/c3ccc(C(=O)O)cc3)CC2)cc1,13,-2,-6,-6,0,-28,1,-1.9,0,-0.9
O=C(COc1ccccc1)c1cn(CC(=O)N2CCCC2)c2ccccc12,-16,-10,-12,-8,-1,-3,-3,-0.5,-2,1.9
CS(=O)(=O)N1CCN(c2nc(-c3ccc(F)cc3)cs2)CC1,-36,-5,1,3,0,-2,-3,1.3,-2,1.8
Cc1cccc(CSCc2nnc(N)s2)c1,25,-6,9,-6,2,-6,-4,-3.7,2,-3.8
COc1ccc(N=Cc2c[nH][nH]c2=O)cc1,25,16,-12,-3,0,-8,-3,-3.7,13,0.6
CN(c1ccccc1C(=O)Nc1ccc(CC#N)cc1)S(=O)(=O)c1ccccc1,-4,1,3,-2,2,4,3,0.5,-2,2.4
O=C(c1ccc(S(=O)(=O)Nc2ccccc2F)cc1)N1CCN(c2ccccn2)CC1,x,-7,2,3,3,-13,2,-0.8,-1,-1.7
O=c1c2ccccc2nnn1COc1cccc2ccccc12,-21,1,-11,1,-4,2,-3,-1.1,2,0.1
CN(C)/C=N/C(=S)Nc1ccccc1,29,2,16,-4,0,-4,-1,-2.5,3,-1.2
Cc1ccccc1OCC(=O)N/N=C/c1ccccn1,27,-5,-14,-5,-1,4,-2,-0.5,6,1.5
CC(OC(=O)c1ccccc1Br)C(=O)Nc1nc(-c2cccc([N+](=O)[O-])c2)cs1 (centres undefined),-4,3,-10,1,8,-13,3,-0.3,0,1.5
CCCOc1ccc(C(=O)NNC(=S)NC(=O)c2ccccc2[N+](=O)[O-])cc1,3,0,-2,-7,7,-3,0,-0.9,2,0.9
COc1ccc(/C=N/NC(=O)Nc2cccc3nsnc23)cc1,5,-3,9,0,1,-3,-4,-0.3,4,-2.4
# (listing goes on)
SMILES,SR-BI uptake up,Rtt109 HAT inh,PKA-R2B act,CAL PDZ FP-1,DAGLB inhibitor,RTF Ca sens inh,Keap1-Nrf2 PPI,CAL PDZ FP-2,RTF Ca sens act,C-LANA FP
Cc1ccc(SCCC(=O)OCn2nnc3ccccc3c2=O)cc1,14,-2,-2,1,-1,1,0,-4.1,-1,-1.6
COC(=O)CSc1nnc(-c2ccccn2)n1Cc1ccco1,50,2,-4,1,-1,2,-3,-1.2,7,-0.9
COc1cccc(C(=O)CN(C(=O)c2ccc(Cl)c(Cl)c2)N2C(=O)C3CCCCC3C2=O)c1 (centres undefined),-10,3,0,3,1,-3,-1,-1.0,-2,-0.6
O=C(O)c1ccc(-c2noc(-c3ccc(F)cc3)n2)cc1,40,-12,11,-5,-3,-12,-2,-1.1,7,2.1
COc1ccc(CN2CCNC(=O)C2CC(=O)NCCC2=CCCCC2)c(F)c1 (centres undefined),6,6,1,-3,0,-9,-1,-2.2,0,0.5
Cc1cccc(N2CCN(C(=O)/C=C/c3cccs3)CC2)c1C,-14,-5,-5,6,-8,-4,3,-1.2,2,0.4
COc1ccc(S(=O)(=O)N2CCCC2)cc1C(C)C,-22,2,1,-4,-3,-5,2,-0.5,-2,1.1
COc1cccc(-c2ncc3ccccc3c2COC(=O)c2ccc(C(C)(C)C)cc2)c1,32,-4,-7,4,-13,0,-2,0.8,-3,1.8
CCOc1ccc2nc(NC(=O)CN3C(=O)NC4(CCCC4)C3=O)sc2c1,-1,16,-8,-3,0,5,-4,-2.8,-6,-1.0
CCOC(=O)c1ccc(COC(=O)c2ccc(-c3nnc(-c4ccccc4)o3)cc2)o1,7,4,-5,-13,-1,0,-6,-2.4,-4,0.7
COc1ccc(-c2c(C(C)=O)c(C)nc3sc4c(=O)[nH]nnc4c23)cc1,20,8,1,-2,-2,-6,-2,-3.9,10,0.0

# Assay outcomes: PubChem, several laboratories
